# High-throughput results deposited in PubChem by several laboratories.
# TRPC4 block: blocks the mouse TRPC4 cation channel | B-score at 10 µM | actives 0.39% (n = 300,000) | HEK293 TRPC4beta/mu-opioid, DAMGO-evoked Fluo4 calcium flux; hits give low values | Q9QUQ5;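 active = B-score over 3 SD under the library average, no early fluorescence shift, positive overall ratio signal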
# Target sequence (Q9QUQ5 whole entry, looked up): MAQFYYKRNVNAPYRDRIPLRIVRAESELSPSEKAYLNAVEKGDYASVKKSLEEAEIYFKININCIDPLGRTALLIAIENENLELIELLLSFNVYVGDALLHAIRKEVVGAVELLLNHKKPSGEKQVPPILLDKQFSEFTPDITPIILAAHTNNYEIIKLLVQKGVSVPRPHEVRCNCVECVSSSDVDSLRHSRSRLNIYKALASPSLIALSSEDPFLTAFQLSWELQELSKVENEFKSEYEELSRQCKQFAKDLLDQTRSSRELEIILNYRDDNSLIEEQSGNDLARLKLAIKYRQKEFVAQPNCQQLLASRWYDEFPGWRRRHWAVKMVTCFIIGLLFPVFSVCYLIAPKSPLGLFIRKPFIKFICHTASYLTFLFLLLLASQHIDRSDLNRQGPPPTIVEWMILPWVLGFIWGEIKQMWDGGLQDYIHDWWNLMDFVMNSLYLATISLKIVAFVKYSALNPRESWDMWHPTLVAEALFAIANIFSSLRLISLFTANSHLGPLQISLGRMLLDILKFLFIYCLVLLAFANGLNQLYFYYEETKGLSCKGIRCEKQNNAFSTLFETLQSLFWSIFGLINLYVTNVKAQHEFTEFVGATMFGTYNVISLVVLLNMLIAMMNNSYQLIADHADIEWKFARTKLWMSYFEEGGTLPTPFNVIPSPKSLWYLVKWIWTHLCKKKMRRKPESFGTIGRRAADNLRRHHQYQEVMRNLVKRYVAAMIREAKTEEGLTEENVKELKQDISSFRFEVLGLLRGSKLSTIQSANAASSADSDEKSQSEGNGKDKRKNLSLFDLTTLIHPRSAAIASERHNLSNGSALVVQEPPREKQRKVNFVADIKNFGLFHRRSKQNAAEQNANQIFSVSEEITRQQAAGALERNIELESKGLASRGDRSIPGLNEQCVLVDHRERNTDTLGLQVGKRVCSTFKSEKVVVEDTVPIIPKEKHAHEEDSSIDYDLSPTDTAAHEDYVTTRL
#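 Material: HEK293 cells with stable TRPC4beta plus mu-opioid receptor expression; probe or stimulus: DAMGO in two steps, submaximal then maximal; technique: Fluo4 calcium fluorescence by kinetic imaging, 5 s 1 Hz baseline; measure: integrated fluorescence ratio relative to baseline, converted to per-well B score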
# TRPC6 inhibitor: mouse TRPC6 channel inhibition; HEK293-TRPC6, membrane potential dye, ACh-evoked depolarization; hits give low values; actives 1.1% (n = 310,000); B-score at 10 µM;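 active = B-score under library mean minus 3 SD, initial fluorescence not abnormally high, positive integrated signal ratio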;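 also: B-score derived from integrated fluorescence ratio over the kinetic read; more negative B-score means stronger inhibition of depolarization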
# TRPC4 PAM: allosterically enhances the mouse TRPC4 cation channel; actives 0.42% (n = 310,000); HEK293 TRPC4beta/mu-opioid, DAMGO EC20, Fluo-4 Ca2+ flux; hits give high values; B-score at 10 µM; AID 2227; Q9QUQ5;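 active = B-score of calcium response area above 5 SD of library B-scores, with initial fluorescence ratio within 5 SD of library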;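 also: B-score of integrated fluorescence ratio over time as area under calcium response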
# ANO1 activ: mouse TMEM16A channel activation, primary screen. Q8BHY3. HEK293 TMEM16A/YFP-H148Q/I152L, iodide quench fluorescence; hits give low values. B-score at 10 µM. actives 0.3% (n = 340,000). AID 623877;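 active = fluorescence-ratio B-score plate-corrected deviation score at least 3 library SD below zero, with starting fluorescence score within 5 deviations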;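 also: channel opened by trigger with iodide after compound preincubation; score built on the fluorescence ratio of max minus min over baseline; more negative score means more quench and so TMEM16A activation or potentiation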
# MrgX1 antagonist: human MrgX1 receptor antagonism, primary screen; B-score at 10 µM; actives 1.3% (n = 310,000); AID 588676; MRGX1-HEK293 calcium flux, Fluo-4, BAM8-22 antagonism; hits give low values;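 active = calcium-response B-score plate-corrected more than 3 library SD below zero, starting fluorescence within 5 deviations, no agonist response on first addition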;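 also: peak minus trough fluorescence over baseline after final BAM8-22 challenge near maximal dose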
# MrgX1 allo act: human MrgX1 positive allosteric modulation, primary screen. Q96LB2. MrgX1-HEK293, Fluo-4 calcium flux, FDSS; hits give high values. B-score at 10 µM. actives 0.63% (n = 310,000);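 active = plate-corrected calcium response at least 3 library SD above typical, normal starting fluorescence, not activating the receptor alone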;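 also: compound read alongside a low EC10 to EC30 dose of BAM8-22 agonist; peak minus trough fluorescence over baseline measured at the second addition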
# SKKanGAS inh: blocks kanamycin growth of S. pyogenes SKKanGAS strain; inhibition, % at 7.5 µM; actives 1.3% (n = 300,000); BacTiter-Glo, 6 h; AID 1662;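 active = mean replicate score, as percent of positive control median, at least 50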;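 also: strain carries kanamycin resistance gene driven by streptokinase promoter and grows in 40 µg/ml kanamycin; loss of luminescence reflects streptokinase promoter inhibition or plain growth inhibition; 0% = median of DMSO wells and 100% = positive control at its reference dose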
# TRPC4 act: activators of mouse TRPC4 channel; B-score at 10 µM; actives 0.49% (n = 310,000); AID 2237; HEK293 TRPC4beta/mu-opioid, Fluo4 calcium fluorescence; hits give high values;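 active = B-score above 5 SD of library B-scores, and initial fluorescence ratio not above library mean plus 5 SD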;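 also: positive B-score marks a calcium rise read as TRPC4 activation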
#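 Assay system: HEK293 cells stably co-expressing mouse TRPC4beta and mu-opioid receptor / Timing: Fluo4 dye loading 45 min at room temperature, 110 s recording / Signal: Fluo4 calcium-sensitive dye fluorescence, kinetic, 1 Hz baseline / Read-out: integrated baseline-normalised fluorescence ratio, converted to per-well B score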
# TRPC6 activator: activators of mouse TRPC6 channel; HEK293-TRPC6 membrane potential dye fluorescence; hits give high values; B-score at 10 µM; actives 0.13% (n = 310,000); AID 2550;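 active = B-score of the integrated fluorescence ratio above library mean plus 3 SD, and starting fluorescence ratio within library mean plus 5 SD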;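 also: higher score means more depolarization so channel activation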
# TMEM16A inh: blocks the mouse calcium-activated chloride channel TMEM16A. HEK293 TMEM16A/YFP iodide influx fluorescence, ionomycin. AID 588511. actives 1.2% (n = 310,000). normalized B-score (activity score, 25-100; higher = stronger inhibition) at 10 µM. Q8BHY3;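 active = ratio plate-corrected score three or more library SD toward inhibition, starting fluorescence score within five deviations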;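 also: score derived from kinetic fluorescence span divided by baseline fluorescence per well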
# MrgX1 ag: activates human MrgX1 receptor signaling | actives 0.44% (n = 310,000) | B-score at 10 µM | MrgX1-HEK293 cells, Fluo-4 calcium fluorescence, agonist mode; hits give high values | AID 588627 | Q96LB2;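 active = calcium response B-score plate-corrected fluorescence ratio at least 3 library SD, with starting fluorescence B-score inside 5 SD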
#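 Test system: HEK293 cells stably expressing human MrgX1 receptor; amount: 15,000 cells per well; doses: compound delivered in addition one of three; times: overnight plating before 1 h dye loading; detection: Fluo-4 NW calcium-flux fluorescence, kinetic read; read-out basis: B-scored fluorescence response ratio; controls: positive and negative controls per plate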
# The depositor's hits bear a star; i = inactive; · = no result given.
# Preview (two entries):
SMILES,TRPC4 block,TRPC6 inhibitor,TRPC4 PAM,ANO1 activ,MrgX1 antagonist,MrgX1 allo act,SKKanGAS inh,TRPC4 act,TRPC6 activator,TMEM16A inh,MrgX1 ag
COC(C[C@H]1O[C@@H]1[C@@H](O)[C@H](C)OCc1ccccc1)OC,i,i,i,i,·,·,-2,i,i,·,·
Cc1ccc(-c2nc(CSCC(=O)N3CCCC3)c(C)o2)cc1,i,i,i,i,i,i,-7,i,i,i,i

# The list itself, from the first entry:
SMILES,TRPC4 block,TRPC6 inhibitor,TRPC4 PAM,ANO1 activ,MrgX1 antagonist,MrgX1 allo act,SKKanGAS inh,TRPC4 act,TRPC6 activator,TMEM16A inh,MrgX1 ag
COC(C[C@H]1O[C@@H]1[C@@H](O)[C@H](C)OCc1ccccc1)OC,i,i,i,i,·,·,-2,i,i,·,·
Cc1ccc(-c2nc(CSCC(=O)N3CCCC3)c(C)o2)cc1,i,i,i,i,i,i,-7,i,i,i,i
NC(=O)c1ccsc1NC(=O)COC(=O)c1ccc(Cl)c(N)c1,i,i,i,i,i,i,-6,i,i,i,i
COc1cccc(OC)c1NC(=O)C1CCCN1C(=O)NCc1ccccc1 (centres undefined),i,i,i,i,i,i,0,i,i,i,i
COC(=O)[C@@H]1C[C@@]2(O)[C@@H](O)[C@@H](O)[C@@H](O)C[C@H]2N1Cc1ccc(C(F)(F)F)cc1,i,i,i,i,i,i,-2,i,i,i,i
COc1ccc2c(c1)C(=O)N(c1ccc(C)cc1C)C(=O)C2,i,i,i,i,i,i,-3,i,i,i,i
O=C(O)c1ccc(-c2nnn(Cc3ccccc3F)n2)cc1,i,i,i,i,i,i,-6,i,i,i,i
Cc1ccc2nc(NC(=O)CCn3c(=O)sc4ccccc43)sc2c1,i,i,i,i,i,i,13,i,i,i,i
O=C(CSc1nccc(=O)[nH]1)Nc1ccc(Br)c(Cl)c1,i,i,i,i,i,i,1,i,i,i,i
CCn1c(C)nc2cc(C(=O)N/N=C/c3ccc(OC)c(O)c3)ccc21,i,i,i,i,i,i,31,i,i,i,i
CSc1ccc(Cn2nnc(C(=O)NCCc3ccc(Cl)cc3)c2N)cc1,i,i,i,i,i,i,-3,i,i,i,i
CCCCn1c(SCC(N)=O)nc2c(sc3ccccc32)c1=O,i,i,i,i,i,i,21,i,i,i,i
CC(C)COC(=O)/C(C#N)=C/c1c[nH]c2ccccc12,i,i,i,i,i,i,19,i,i,i,i
Cc1csc2c(N3CCN(C(=S)Nc4ccc(C(F)(F)F)cc4)CC3)ncnc12,i,i,i,i,i,i,35,145*,i,100*,i
CC1CCN(C(=O)Cn2nnnc2CN2CCOCC2)CC1,i,i,i,i,i,i,0,i,i,i,i
Cc1cccc(C)c1NC(=O)C(c1ccc([N+](=O)[O-])cc1)N1CCCCC1 (centres undefined),i,i,i,i,i,i,4,i,i,i,i
O=C(CN1CCN(S(=O)(=O)c2ccc(F)cc2)CC1)Nc1cccc(C(F)(F)F)c1,i,i,i,i,i,i,-1,i,i,i,i
Cc1[nH]nc(Nc2ccc(O)cc2)c1[N+](=O)[O-],i,i,i,i,i,i,1,i,i,i,i
O=C(CNC(=O)c1ccccc1)N/N=C/c1cc(Br)ccc1O,i,i,i,i,i,i,-4,i,i,i,i
O=C(CN(C1CCCCC1)S(=O)(=O)c1ccc(Cl)cc1)N1CCOCC1,i,i,i,i,i,i,0,i,i,i,i
COc1ccc(-c2cc(C(F)(F)F)nc(NCc3cccnc3)n2)cc1,i,i,i,i,i,i,4,i,i,i,i
CCOc1ccccc1OCC(=O)Nc1nnc(COC)s1,i,i,i,i,i,i,7,i,i,i,i
COc1ccccc1NC(=O)CN1CCN(CC(=O)Nc2cc(NC(C)=O)ccc2OC)CC1,i,i,i,i,i,i,6,i,i,i,i
Cc1ccc(NS(=O)(=O)c2ccc(NC(=O)c3cccs3)cc2)cc1,i,i,i,i,i,i,9,i,i,i,i
CC(C)[C@H](NC(=O)C1CCN(S(=O)(=O)c2ccccc2)CC1)C(=O)NCc1ccco1,i,i,i,i,i,i,-10,i,i,i,i
O=C(Nc1ccccc1N1CCN(c2ccccc2)CC1)c1ccccc1,i,i,i,i,i,i,0,i,i,i,i
O=C(C[n+]1ccc(C(=O)NCCCO)cc1)c1cccc(Br)c1,i,i,i,i,i,i,-9,i,i,i,i
COc1ccc(CNC(=O)C2CCN(C(=O)N(C)C)CC2)c(OC)c1,i,i,i,i,i,i,-1,i,i,i,i
COC(=O)c1sc(NC(=O)COc2ccc(OC)cc2)nc1C,·,i,i,i,i,i,-3,i,i,i,i
CCSc1nc2ccc(N3C(=O)C4C5C=CC(C5)C4C3=O)cc2s1 (centres undefined),i,i,i,i,i,i,-14,i,i,i,i
O=c1c2ccccc2c2c(O)nc(-c3ccccc3)n2n1Cc1ccccc1,i,i,i,i,i,i,5,i,i,i,i
COc1ccc(NC(=O)c2cccnc2N2CCCC2)cc1,i,i,i,i,-8.6*,i,·,i,i,i,i
Cc1ccc(-n2c(N)c(Br)c(=O)[nH]c2=O)cc1C,i,i,i,i,i,i,-3,i,i,i,i
Cc1ccccc1Nc1nc(N)nc(CSc2nncn2C)n1,i,i,i,i,i,i,-10,i,i,i,i
COc1ccc(N/C=C\C(=O)c2ccc(C)cc2)cc1OC,i,i,i,i,i,i,3,i,i,i,i
O=C(NC1CCCC1)C(c1cc2c(cc1[N+](=O)[O-])OCO2)N1CCCC1 (centres undefined),i,i,i,i,i,i,-7,i,i,i,i
CCN1C(=O)N(C)[C@@H](c2ccccc2)C(C(=O)OC)=C1C,i,i,i,i,i,i,2,i,i,i,i
CCOC(=O)[C@H]1[C@H]2COc3ccc(OC)cc3[C@@H]2N2C(=O)c3ccccc3NC(=O)[C@@]12C,·,·,·,i,i,i,·,·,·,i,i
Cc1ccc(Oc2ccc(Cl)cc2NC(=O)c2ccc(F)cc2F)cc1,i,i,i,i,i,i,-20,i,i,i,i
COc1ccc2oc(=N)c(C(=O)Nc3ccc(Br)cc3)cc2c1,i,i,i,i,i,i,-2,i,i,i,i
Cc1cccc(OC(C)C(=O)N2CCCN(C)CC2)c1C (centres undefined),i,i,i,i,i,i,8,i,i,i,i
Cc1nn(-c2ccccc2)c2sc(C(=O)N3CCCCC3)cc12,i,i,i,i,i,i,24,i,i,i,i
Cc1cccc(-c2nsc(SCC(=O)Nc3ccc4c(c3)OCO4)n2)c1,i,i,i,i,i,i,-9,i,i,i,i
CCC(=O)N1CCCN(S(=O)(=O)c2ccc(C)cc2)C1c1ccc(OC)cc1 (centres undefined),i,i,i,i,i,i,0,i,i,i,i
COc1ccc(NC(=O)Nc2c(O)ccc3ccccc23)cc1,i,i,i,i,i,i,7,i,i,i,i
CC1(C)CC(=O)c2c(n(-c3cccc4ccccc34)ccc2=O)C1,i,i,i,i,i,i,2,i,i,i,i
Cc1c(NS(=O)(=O)c2cc(Br)cc3c2N(C(=O)C2CC2)CC3)c(=O)n(-c2ccccc2)n1C,i,i,i,i,i,i,4,i,i,i,i
Cc1cc(-c2nc3ccccc3c(=O)o2)ccc1[N+](=O)[O-],i,i,i,i,i,i,-3,i,i,i,i
Cc1cccnc1NC(=O)C1CCN(S(=O)(=O)c2c(C)noc2/C=C/c2ccco2)CC1,i,i,i,i,i,i,-6,i,i,i,i
Cc1ccc(N(CC(=O)NCc2ccccc2)S(=O)(=O)c2c(C)noc2C)cc1,i,i,i,i,i,i,2,i,i,i,i
CN(C)C(=S)Nc1nc2ccccc2s1,i,i,i,i,·,·,31,i,i,·,·
CCOc1ccc(N(CC(=O)Nc2cc(Cl)ccc2C)S(C)(=O)=O)cc1,i,i,i,i,i,i,7,i,i,i,i
Cc1nn(CC(=O)c2ccccc2Cl)c(C)c1[N+](=O)[O-],i,i,i,i,i,i,2,i,i,i,i
CN1C(=O)C(CC(=O)Nc2ccc(F)cc2)N(Cc2ccco2)C1=S (centres undefined),i,i,i,i,i,i,-13,i,i,i,i
Cc1cc(C(=O)COC(=O)c2ccc(Br)o2)c(C)n1Cc1ccco1,i,i,i,·,i,i,-2,i,i,i,i
CN1CCN(c2nc3ccccc3nc2C(C#N)C(=O)OC2CCCCC2)CC1 (centres undefined),i,i,i,i,i,i,-10,i,i,i,i
COc1ccc(S(=O)(=O)N2CCCCCC2)cc1N(C)S(=O)(=O)c1ccccc1,i,i,i,i,i,i,-4,i,i,i,i
CCCCN(C(=O)CSc1n[nH]c(-c2ccc(C)cc2)n1)c1c(N)n(CCCC)c(=O)[nH]c1=O,i,i,i,i,i,i,-1,i,i,i,i
COc1cc(OC)c(OC)cc1/C=N/NC(=O)c1cc(-c2cccn2C)n[nH]1,i,i,i,i,i,i,1,i,i,i,i
COc1cccc(C(=O)N2CCN(Cc3ccco3)CC2)c1OC,i,i,i,i,i,i,-3,i,i,i,i

# More results
SMILES,TRPC4 block,TRPC6 inhibitor,TRPC4 PAM,ANO1 activ,MrgX1 antagonist,MrgX1 allo act,SKKanGAS inh,TRPC4 act,TRPC6 activator,TMEM16A inh,MrgX1 ag
Cc1cc(C(F)F)n2nc(C(=O)Nc3ccc(S(=O)(=O)N4CCCC4)cc3)nc2n1,i,i,i,i,i,i,-9,i,i,i,i
C1CCC(n2nnnc2CN2CCN(C3CCCC3)CC2)CC1,i,i,i,i,i,i,-18,i,i,i,i
COc1ccc(C(=O)CSc2cc(C)nc(SCC(=O)c3ccc(C)cc3)n2)cc1,i,i,i,i,i,i,-2,i,i,i,i
COCC(=O)N(Cc1cc2ccccc2[nH]c1=O)c1ccccc1OC,i,i,i,i,i,i,8,i,i,i,i
CC(C)c1ccc(NC(=O)N2CCN(S(=O)(=O)c3ccccc3)CC2)cc1,i,i,i,i,i,i,-4,i,i,i,i
CC(=O)Nc1nonc1-c1nc2ccccc2n1Cc1ccccc1,i,i,i,i,i,i,10,i,i,i,i
COC(=O)c1ccccc1NC(=O)N1CCN(c2ccccc2)CC1,i,i,i,i,i,i,-9,i,i,i,i
Cc1cc(C(=O)CCl)c(C)n1CCc1ccc(F)cc1,i,i,i,i,i,i,-2,i,i,i,i

# Hits appear at their usual frequency; overall some 6.7% were active at least once.
